Rev-erbA mod: modulates human Rev-erb alpha binding to DNA | P20393 | Rev-erbα–FITC-DNA binding, fluorescence polarization, 90 min | activity, % at 10 µM | 0.79% of 370,000 active;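 active means activity above about 14%, limit read from the data; passing the limit was not always enough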;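 further: 0% = DMSO wells with 35 nM protein and 100% = DMSO wells with 750 nM protein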
Target sequence (P20393 whole entry, looked up): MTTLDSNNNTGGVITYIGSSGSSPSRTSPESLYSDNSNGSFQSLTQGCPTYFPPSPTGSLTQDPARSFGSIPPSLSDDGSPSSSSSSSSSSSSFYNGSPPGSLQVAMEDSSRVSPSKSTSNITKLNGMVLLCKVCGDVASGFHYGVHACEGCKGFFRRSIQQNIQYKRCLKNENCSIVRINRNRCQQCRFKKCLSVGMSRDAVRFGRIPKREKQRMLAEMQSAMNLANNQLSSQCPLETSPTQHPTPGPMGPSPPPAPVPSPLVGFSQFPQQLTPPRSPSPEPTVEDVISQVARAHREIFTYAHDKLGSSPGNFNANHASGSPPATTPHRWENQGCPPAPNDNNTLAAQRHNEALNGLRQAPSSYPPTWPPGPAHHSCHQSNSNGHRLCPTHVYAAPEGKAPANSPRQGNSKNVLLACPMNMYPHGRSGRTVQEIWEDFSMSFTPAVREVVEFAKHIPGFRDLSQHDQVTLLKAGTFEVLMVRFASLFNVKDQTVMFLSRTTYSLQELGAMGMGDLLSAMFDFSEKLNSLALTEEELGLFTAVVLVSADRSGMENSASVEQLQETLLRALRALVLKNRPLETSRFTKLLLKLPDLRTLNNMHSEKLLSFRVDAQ
mABHD4 FP: ABHD4 (mouse) inhibition, primary FP screen. inhibition, % at 8.92 µM. AID 720543. 0.54% of 370,000 active. purified mABHD4, FP-Rh probe fluorescence polarization. Q8VD66;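 active means inhibition exceeding the mean over every tested compound plus 3 SD, cut at about 30% in these data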;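 further: 0% = plate median of compound wells and 100% = S159A mutant with DMSO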
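Test system: mouse ABHD4 enzyme, wild type. Reagent: FP-Rh fluorescent activity-based probe, added after compound pre-incubation. Timing: pre-incubation 45 min, probe exposure 60 min, at 25 °C. Technique: FP readout, ex 525 nm / em 598 nm. Benchmarks: high control S159A mutant with DMSO, low control median of compound wells.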
NPR2 activator: GC-B (human) receptor activation; P20594; 0.11% of 370,000 active; HEK293-GC-B cells, CNP EC30, cGMP TR-FRET; 0% at EC30 CNP, 100% saturating CNP; activation, % at 10 µM;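 active means activation at 10 µM reaching about 35% in either raw or pattern-adjusted values, limit read from the data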
PG9 Ab binder: small molecules binding HIV-1 gp120 antibody PG9; TR-FRET gp120-PG9 antibody binding; inhibition, % at 6.7 µM; 0.43% of 360,000 active; AID 624416; in the data active means inhibition above about 8.5%
rCAG binder: r(CAG) repeat RNA binding | 1.3% of 370,000 active | TO-PRO-1 dye displacement fluorescence | AID 651821 | inhibition, % at 3 µM;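 active means inhibition above the plate cutoff, the mean of all test compounds on that plate plus 3 SD, cut at about 35% in these data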;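 further: 0% = DMSO alone and 100% = 100 µM mitoxantrone as full dye displacement; higher means more dye released from RNA so lower well fluorescence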
ASAP1 GAP inh: inhibitors of human ASAP1 ArfGAP activity; inhibition, % at 16.5 µM; Q9ULH1; ASAP1-stimulated ARF1 GTP hydrolysis, GDP FP detection; 0.19% of 360,000 active; in the data active means inhibition above about 25%;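 further: 0% = vehicle with enzyme and substrate and 100% = no enzyme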
SMARCA2 act: activators of SMARCA2 function; AID 652017; activation, % at 9.1 µM; MG213 cells, MMTV-luciferase reporter, dexamethasone, overnight; 1% of 370,000 active; in the data active means activation above about 7.8%;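 further: 0% = vehicle wells and 100% = reference activator wells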
HTRA1 inh: HTRA1 (human) protease inhibition; Q92743; recombinant HTRA1, FP-rhodamine activity-based probe, fluorescence polarization; inhibition, % at 5.96 µM; 0.5% of 340,000 active; AID 504803; in the data active means inhibition above about 36%;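 further: 0% = enzyme with DMSO and 100% = wells lacking enzyme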
NPR1 activator: GC-A (human) enzyme activation; P16066; HEK293 GC-A cells, cGMP TR-FRET, EC30 ANP; 0% at EC30 ANP, 100% saturating ANP; activation, % at 10 µM; 0.14% of 370,000 active; AID 1671463; in the data active means activation above about 40%
ARFGAP1 inh: inhibitors of rat ARFGAP1 | Q62848 | Arfgap1-stimulated ARF1 GTP hydrolysis, GDP FP detection | inhibition, % at 16.5 µM | 0.26% of 360,000 active;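 active means inhibition above a per-plate limit, mean inhibition of low control wells plus 3 SD, cut at about 25% in these data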;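 further: 0% = DMSO wells with enzyme and 100% = wells lacking Arfgap1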
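System: truncated rat Arfgap1 GAP domain / Benchmarks: high control wells lacking Arfgap1, low control full reaction with DMSO / Times: compound-enzyme preincubation 20 min, reaction 120 min, detection 60 min, 25 °C / Repeats: one replicate per compound / Also added: human ARF1(Δ1-17)-GTP substrate / Measured by: Tracer-displacement fluorescence polarization with EDTA stop, 620/688 nm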
Starred values were filed as active, the others as inactive; x = no result given.

The line under a structure holds: Rev-erbA mod | mABHD4 FP | NPR2 activator | PG9 Ab binder | rCAG binder | ASAP1 GAP inh | SMARCA2 act | HTRA1 inh | NPR1 activator | ARFGAP1 inh
CCOC(=O)c1c[nH]c2c(Cl)c(Cl)ccc2c1=O
    -4 | -7 | -3 | 0.2 | 2 | 2 | -3 | 0 | 9 | -2
COc1ccc(CNC(=O)COC(=O)/C=C/c2ccc(S(=O)(=O)N3CCOCC3)cc2)cc1
    0 | 4 | -2 | -1.0 | -2 | 1 | -1 | x | -4 | -3
O=c1c2ccccc2sn1-c1ccc(S(=O)(=O)N2CCCC2)cc1
    0 | -24 | 13 | 1.4 | 9 | 0 | 0 | -6 | 4 | -11
CN(C)c1ccc2nsnc2c1[N+](=O)[O-]
    7 | -5 | -3 | -4.2 | 3 | -4 | 8 | 9 | -2 | 4
CN(C)CCCNC(=S)NCc1ccc(Cl)cc1
    0 | 5 | 2 | 1.1 | 0 | 2 | 0 | 8 | 3 | 6
CCc1cccc(C)c1NC(=S)N(CCOC)C(C)c1ccco1 (configuration not stated)
    -2 | 0 | 2 | -0.7 | -1 | -13 | -3 | 1 | -3 | -4
Cc1ccc(C)c(NS(=O)(=O)c2c(C)[nH]c(C)c2C(=O)N2CCCCC2)c1
    2 | 0 | -12 | -3.0 | -2 | 19 | -1 | 0 | -10 | 2
COc1cccc(CN(C)C(=O)Cc2c[nH]c3ccccc23)c1OC
    3 | 0 | 1 | -0.6 | -3 | 2 | 2 | 4 | 0 | 3
CC1(C(=O)NC2CCCC2)CCC(=O)N1CCc1c[nH]c2ccccc12 (configuration not stated)
    1 | -4 | -5 | -0.8 | 3 | 12 | -3 | x | 0 | 9
CC(=O)c1cccc(N2C(=O)C3C4CCC(C4=C(C)C)C3C2=O)c1 (configuration not stated)
    -2 | 0 | -3 | -0.7 | -3 | -1 | 1 | 1 | -1 | 7

An excerpt from above in order of their number in HTRA1 inh, largest number first:
mol,HTRA1 inh
CN(C)CCCNC(=S)NCc1ccc(Cl)cc1,8
COc1cccc(CN(C)C(=O)Cc2c[nH]c3ccccc23)c1OC,4
CC(=O)c1cccc(N2C(=O)C3C4CCC(C4=C(C)C)C3C2=O)c1 (configuration not stated),1

The list continues:
The line under a structure holds: Rev-erbA mod | mABHD4 FP | NPR2 activator | PG9 Ab binder | rCAG binder | ASAP1 GAP inh | SMARCA2 act | HTRA1 inh | NPR1 activator | ARFGAP1 inh
Cc1cccc(NC(=O)COC(=O)c2nn(-c3ccccc3C(F)(F)F)cc2O)c1C
    -1 | 0 | -1 | 0.2 | 3 | -4 | -2 | -4 | -2 | -6
Cc1cc(CNCCN(C)C)c(C)n1-c1cc(S(=O)(=O)N2CCOCC2)ccc1N1CCCC1
    0 | 13 | 0 | 0.4 | 8 | -6 | -1 | 5 | -2 | 13
Cc1ccc(/C=N/c2sc3c(c2C#N)CCC3)s1
    -6 | 4 | -3 | -2.1 | 9 | 9 | 3 | 9 | -5 | 9
O=C(NCC1CCCO1)C(=O)NCC(c1ccco1)N1CCN(c2ccccc2)CC1 (configuration not stated)
    6 | -14 | 2 | -1.5 | -8 | 6 | -3 | -3 | -5 | 5
COc1ccc(CC(=O)OCc2cc3cccc(C)c3[nH]c2=O)cc1
    24 | x | -8 | x | x | x | x | 0 | -5 | x
O=C(CSc1ccc2ccccc2c1Br)Nc1cccc(S(=O)(=O)NC2=NCCCCC2)c1
    2 | -36 | -2 | 4.0 | 19 | 10 | -6 | -38 | -4 | 0
CC(=O)Nc1ccc(O)c(-c2nc3ccccc3s2)c1
    231* | -2 | -7 | 2.4 | 13 | -2 | 3 | -3 | 5 | -1
CC1CCCN(C(=O)c2cccc(S(=O)(=O)NCc3ccccc3)c2)C1 (configuration not stated)
    -6 | -2 | 5 | 1.2 | 2 | 13 | 2 | -4 | 8 | 14
CCOC(=O)c1ccc(NC(=S)Nc2ccc(Br)cc2N)cc1
    -1 | -6 | 4 | 2.9 | 16 | -3 | 3 | -1 | -2 | 12
CN(c1cccc(NS(=O)(=O)c2ccccc2)c1)S(C)(=O)=O
    -5 | 4 | -2 | 2.0 | -1 | 11 | -1 | -2 | -2 | -4

By substructure: the entries above with a furan ring, fused or not
The line under a structure holds: Rev-erbA mod | mABHD4 FP | NPR2 activator | PG9 Ab binder | rCAG binder | ASAP1 GAP inh | SMARCA2 act | HTRA1 inh | NPR1 activator | ARFGAP1 inh
CCc1cccc(C)c1NC(=S)N(CCOC)C(C)c1ccco1 (configuration not stated)
    -2 | 0 | 2 | -0.7 | -1 | -13 | -3 | 1 | -3 | -4
O=C(NCC1CCCO1)C(=O)NCC(c1ccco1)N1CCN(c2ccccc2)CC1 (configuration not stated)
    6 | -14 | 2 | -1.5 | -8 | 6 | -3 | -3 | -5 | 5

Carrying on.
The line under a structure holds: Rev-erbA mod | mABHD4 FP | NPR2 activator | PG9 Ab binder | rCAG binder | ASAP1 GAP inh | SMARCA2 act | HTRA1 inh | NPR1 activator | ARFGAP1 inh
Cc1ccc(-c2csc(SCC(=O)Nc3cc(C)on3)n2)cc1
    3 | -4 | -2 | -2.2 | 1 | 0 | 1 | -17 | 3 | 3
Cc1cc(=O)oc(C)c1C(=O)NCC(C)C
    -1 | 0 | 2 | -2.4 | 3 | 4 | 0 | 2 | 0 | 7
O=S(=O)(N/N=C\c1cccc(F)c1)c1ccccc1
    -8 | 7 | 6 | 0.2 | 1 | 3 | 1 | -3 | 1 | -15
COCCn1c(SCCCC(=O)c2ccc(Br)cc2)nnc1-c1ccncc1
    -4 | -9 | -3 | 1.3 | -5 | 2 | -4 | 0 | -1 | -3
CC(C)(C)n1nc2c(c1NC(=O)c1ccc(C(F)(F)F)cc1)CS(=O)(=O)C2
    3 | -1 | 0 | 1.2 | -5 | 2 | -1 | -2 | 1 | 0
Cc1ccc(C(=O)CC(C(=O)O)c2cn(CCC#N)c3ccccc23)cc1 (configuration not stated)
    -6 | -1 | -7 | -1.4 | 21 | -1 | -2 | 2 | 2 | 8

Records listed so far marked active in Rev-erbA mod.
SMILES,Rev-erbA mod,mABHD4 FP,NPR2 activator,PG9 Ab binder,ASAP1 GAP inh,SMARCA2 act,HTRA1 inh,NPR1 activator,ARFGAP1 inh
CC(=O)Nc1ccc(O)c(-c2nc3ccccc3s2)c1,231*,-2,-7,2.4,-2,3,-3,5,-1
